Bioassay records deposited in PubChem by National Center for Advancing Translational Sciences (NCATS).
Mm-Cpn inhibitor = Inhibitors of TCP-1 ring complex (TRiC) of Methanococcus maripaludis (MmCpn): qHTS. AID 504842, 2011. Potency, µM (series often up to 76.9 µM), without a hit: top-dose activity, negative = inhibition, usual class: inhibitors. 330,000 tested, 0.031% active. Chaperonin Mm-Cpn (Methanococcus maripaludis). purified Mm-Cpn ATPase, ADP Transcreener TR-FRET; also: potency is read from the fitted curve at half-maximal effect; % is scaled to controls: 0 for no effect and ±100 for the full control effect; nearly all actives have a fitted effect of over 80% in size
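Eu-cryptate anti-ADP/ADP-d2 competition gives a ratio inversely related to ADP. Enzyme at 25 nM was pre-exposed to compound for 10 min, then given 10 uM ATP for 30 min, 37°C throughout.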
Akt phos inh = HTS Assay for Inhibitors of Akt Phophorylation: Primary Screen; Neuro2A IGF-stimulated pAkt S473 HTRF, 20 min; stronger effect = lower value; activity change, % for hits at 50 µM; 360,000 tested, 0.32% active; in the data active = activity change below about -80%; inconclusive = mostly about -51% to -80%; also: % is scaled to controls: 0 for no effect and ±100 for the full control effect
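Neuro2A cells (4,500/well, DMEM with 0.5% FBS) were treated with compound at a single 50 µM final concentration, stimulated with 6 nM IGF for 20 min at 37 °C, and lysed. Phospho-Akt Ser473 was read by HTRF as 665/615 ratio ×10^4.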
EPAC2 antag = qHTS for Antagonist of cAMP-regulated guanine nucleotide exchange factor 2 (EPAC2): primary screen | EPAC2 GEF exchange of Rap1B-BODIPY-GDP, fluorescence | 360,000 tested, 0.18% active | Potency, µM (titrated, usually from 114 µM), for the others: at the top dose activity, negative = inhibition, most hits filed as inhibitors | Rap guanine nucleotide exchange factor 4 (Homo sapiens), Q8WZA2; also: potency is read from the fitted curve at half-maximal effect; % is scaled to controls: 0 for no effect and ±100 for the full control effect; nearly all actives have a fitted effect of over 45% in size; many of its hits are not listed in these tables
Target sequence (Q8WZA2 whole entry, looked up): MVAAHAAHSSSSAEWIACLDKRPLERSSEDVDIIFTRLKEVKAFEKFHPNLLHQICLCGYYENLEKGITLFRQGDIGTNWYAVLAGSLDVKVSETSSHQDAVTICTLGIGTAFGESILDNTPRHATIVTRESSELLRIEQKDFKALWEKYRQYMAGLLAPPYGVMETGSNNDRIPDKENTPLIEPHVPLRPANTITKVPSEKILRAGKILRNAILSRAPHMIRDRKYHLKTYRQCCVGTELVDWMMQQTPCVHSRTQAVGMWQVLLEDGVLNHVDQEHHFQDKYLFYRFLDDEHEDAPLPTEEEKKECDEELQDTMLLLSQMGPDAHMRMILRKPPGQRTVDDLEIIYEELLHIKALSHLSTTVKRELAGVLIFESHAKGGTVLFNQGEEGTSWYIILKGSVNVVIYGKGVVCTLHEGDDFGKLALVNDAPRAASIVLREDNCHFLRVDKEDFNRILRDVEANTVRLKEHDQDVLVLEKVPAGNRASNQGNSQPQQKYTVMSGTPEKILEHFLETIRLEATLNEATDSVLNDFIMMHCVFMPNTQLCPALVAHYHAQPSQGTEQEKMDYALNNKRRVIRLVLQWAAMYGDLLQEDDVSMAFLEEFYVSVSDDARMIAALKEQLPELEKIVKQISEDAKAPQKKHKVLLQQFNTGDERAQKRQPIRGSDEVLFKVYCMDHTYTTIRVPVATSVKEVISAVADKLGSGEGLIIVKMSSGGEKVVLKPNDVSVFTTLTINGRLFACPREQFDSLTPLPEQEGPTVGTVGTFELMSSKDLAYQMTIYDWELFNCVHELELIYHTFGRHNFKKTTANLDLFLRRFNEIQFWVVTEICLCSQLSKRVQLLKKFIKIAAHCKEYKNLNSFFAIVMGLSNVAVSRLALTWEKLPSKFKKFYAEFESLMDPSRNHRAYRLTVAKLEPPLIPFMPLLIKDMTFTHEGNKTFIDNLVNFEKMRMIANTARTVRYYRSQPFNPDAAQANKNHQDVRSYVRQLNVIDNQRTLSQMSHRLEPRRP
CCT chaperon mod = High-Throughput Screening for Modulators of Cytosolic Chaperonin Activity | 360,000 tested, 0.3% active | AID 651819, 2012 | purified chaperonin ATPase assay, HTRF ADP detection, 30 min | activity change, % (test concentration not listed), hits read low; in the data active = activity change below about -30%; also: % is scaled to controls: 0 for no effect and ±100 for the full control effect
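TRiC (40 or 20 nM final, by batch activity) in 30 mM Tris pH 7.4, 100 mM KCl, 5 mM MgCl2, 1 mM DTT was treated with compound at 76 uM single dose, then 10 uM ATP, 30 min at 37 °C. ADP was read by HTRF Transcreener.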
PTHR1 agonist = qHTS for PTHR1 Agonists: Primary Screen | 410,000 tested, 0.075% active | HEK293 GP2 PTHR1 cells, GloSensor cAMP luminescence, 1 h | AID 743266, 2014 | Potency, µM (doses to about 115 µM), for the others: at the top dose activation, actives largely listed as activators | Parathyroid hormone/parathyroid hormone-related peptide receptor (Homo sapiens), Q03431; also: potency is read from the fitted curve at half-maximal effect; nearly all actives have a fitted effect of over 55% in size; some results filed as inactive show a strong effect at the top dose; inactives centre near -15; many of its hits are not listed in these tables
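HEK-293-derived GP2 cells expressing PTHR1 and a GloSensor cAMP reporter, 3,000/well, plated overnight, given luciferin plus IBMX (each 0.5 mM as added) for 1 h at 37 °C, then compound for 1 h at 37 °C. Luminescence was read after 15 min at room temperature.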
EPAC2 ag = qHTS for Agonist of cAMP-regulated guanine nucleotide exchange factor 4 (EPAC2): primary screen; Rap guanine nucleotide exchange factor 4 (Homo sapiens), Q8WZA2; EPAC2 activation, biochemical qHTS; response scale: 100% = 6.5 mM cAMP response; Potency, µM (titrated, usually from 154 µM), for the others: top-dose activation, most hits filed as activators; 360,000 tested, 0.079% active; also: potency is read from the fitted curve at half-maximal effect; nearly all actives have a fitted effect of over 50% in size
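Setup: EPAC2 100 nM, labeled Rap1B complex 250 nM, free GDP 50 uM. Compound titrations pinned in, brief spin, 5 min room temperature incubation. Kinetic fluorescence read over 30 min, normalized to 6.5 mM cAMP.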
D3 antag = qHTS of D3 Dopamine Receptor Antagonist: qHTS; max response, negative = inhibition, %; 360,000 tested, 2.5% active; D3R cells, DiscoveRx beta-arrestin luminescence, antagonist mode; stronger effect = lower value; in the data active = max response below about -50%; inconclusive = no clear call, values can overlap the other calls; also: % is scaled to controls: 0 for no effect and ±100 for the full control effect; mostly tested at two doses, the higher about 12 µM
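Cells expressing the human receptor were seeded at 1500 cells/well, incubated overnight at 37 degrees C in 5% CO2, then exposed to library compounds with dopamine controls for 90 minutes at 37 degrees C before luminescent detection.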
D3 ag = qHTS of D3 Dopamine Receptor Agonist: qHTS; D(3) dopamine receptor (Homo sapiens), P35462; D3R DiscoveRx beta-arrestin cells, luminescence, 90 min; max activation, %; 410,000 tested, 0.58% active; AID 652048, 2013; in the data active = max activation above about 30%; also: 0% is about no effect; mostly tested at two doses, the higher about 12 µM
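Agonist mode: compounds and dopamine controls were applied to plated cells for 90 min at 37 degrees C after an overnight attachment at 1500 cells/well. Luminescent read-out followed 30 - 60 minutes at room temperature with DiscoveRx detection reagent.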
* marks the source's active call; other numbers are inactive results; i = inactive; ? = inconclusive; / = no result given; & = joins results of further samples; [ ] = remark or other dose. Unless noted, calls follow the shape of the dose curve; as a rule, active = well fitted curve in the direction sought with a large enough effect; inconclusive = small, poorly fitted or top-dose-only effect, or another doubt; inactive = no such curve, though single readings can be large; an effect the other way counts as inactive or inconclusive.

SMILES	Mm-Cpn inhibitor	Akt phos inh	EPAC2 antag	CCT chaperon mod	PTHR1 agonist	EPAC2 ag	D3 antag	D3 ag
Cc1nn(C)cc1CNC(=O)c1ccc(Br)o1	0%	i	9%	0.8	-14%[57.5 µM]	3%	-8	5
O=S(=O)(c1ccc2c(c1)CCCN2)N1CCCC1	-8%	i	-2%	-1.4	-10%	8%	-18	7
COc1ccncc1-c1ccccc1C1=CC(=O)CC(C)(C)C1=O	/	i	-24%	0.6	-23%	4%	-13	0
O=C(NCCc1ccccc1)C(=O)NCC1OCCN1S(=O)(=O)c1ccc(F)cc1 (centres undefined)	-1%	i	8%	-0.9	-32%	5%	-15	-8
COc1ccccc1C1=CC(=O)CCC1	/	i	12%	0.1	i	5%	17	-2
O=C(NCC(=O)N1CC(O)CC1C(=O)N1CC(O)CC1C(=O)OCc1ccccc1)OCc1ccccc1 (centres undefined)	2%	i	8%	2.5	-7%	2%	-2	-3
CCOC(=O)[C@]12CCC=C1N(Cc1ccccc1)C(=O)[C@H](CC(=O)NCc1ccc(C)o1)C2	/	i	0%	-2.7	-4%	-2%	-11	-2
O=C(NC(=S)Nc1ccccc1N1CCCC1)c1ccco1	-1%	i	?	-0.1	i	17%	1	4
O=C1Nc2ccccc2N(O)N1c1cc(-c2ccccc2Cl)no1	4%	-110%*	8%	-0.9	-19%	2%	8	1
COc1ccc(OCc2n(CC(=O)OC3CC(C)CCC3C(C)C)c3ccccc3[n+]2C)cc1 (centres undefined)	2%	i	?	-0.6	-18%	-11%	?	-24
CCOC(=O)c1sc(NC(=O)c2c(OC)cccc2OC)nc1C	-3%	-119%*	-6%	-0.3	i	20%	-25	-2
O=C(CCC(=O)OCc1ccc(Br)cc1)Nc1ccccc1	2%	i	7%	-3.4	i	10%	18	-2
CCCCNC(=O)c1cc(-c2ccccc2)sc1N	/	i	5%	/	-28%	7%	-28	-23
C[C@@H]1O[C@@H](O[C@H]2[C@H](O)[C@@H](O)[C@H](Oc3c(-c4ccc(O)cc4)oc4cc(O)cc(O)c4c3=O)O[C@@H]2CO)[C@H](O)[C@H](O)[C@H]1O	0%	i	1%	-0.5	i	-1%	13	2
CCc1nn(C(C)C(=O)Nc2cccc(C)c2C)c(=O)c2cc3occc3n12 (centres undefined)	-15%	i	3%[57.1 µM]	-1.5	i	30%	-13	6
Cc1c(C(=O)NCc2ccc3c(c2)OCO3)cccc1[N+](=O)[O-]	1%	i	1%	0.2	i	4%	-1	5
O=C(CCNC(=O)c1ccc([N+](=O)[O-])cc1)Nc1ccccc1N1CCOCC1	1%	i	20%	-0.3	-17%	0%	8	-3
Nc1c(-c2ccccc2)cnc2cc(-c3ccccc3)nn12	-5%	i	20%	0.1	-51%[inhibitor]	-2%	-1	-18
O=C(Cn1c(=O)n(CC(=O)N2CCCCC2)c(=O)c2sccc21)NCc1ccccc1	0%	i	5%	-1.1	-26%	9%	-3	1
NC(=O)C1(N2CCCCC2)CCN(C(=O)c2ccccc2)CC1	1%	i	2%	0.2	-24%	0%	-12	-4
O=C(CSc1ncn(-c2ccccc2)n1)Nc1ccc(Br)cn1	-2%	/	17%	4.3	14%	0%	-23	3
COc1ccccc1CNc1cc(C)ccc1C	1%	i	9%	1.3	i	7%	-19	-9
CC1OC(OCC2OC(Oc3c(-c4ccc(O)cc4)oc4cc(O)cc(O)c4c3=O)C(O)C(O)C2O)C(O)C(O)C1O (centres undefined)	/	i	10%	-0.8	i	-4%	-16	12
Cc1cccc2sc(N(CCN(C)C)C(=O)c3cc(Cl)sc3Cl)nc12	2%	i	-5%	1.5	i	-1%	8	-4
Cn1nnnc1SCC(=O)Nc1ccccc1[N+](=O)[O-]	1%	i	0%	-1.1	i	11%	-3	0
C#CCSc1nnc(-c2cccc3ccccc23)o1	/	i	-6%	1.3	i	13%	13	12
COc1ccc(NS(=O)(=O)c2ccc(C(=O)N(C)Cc3ccc(C)o3)cc2)cc1	0%	i	-15%	-3.1	-44%[inhibitor]	8%	7	11
C=CCNC(=S)Nc1cc(C)ccn1	0%	i	4%	-2.3	-7%	4%	-17	-6
CC(/C=C/c1ccccc1)=N/O	0%	i	5%	-2.0	i	-2%	11	0
CCOc1ccc(/C=C2\SC(N3CCc4ccccc4C3)=NC2=O)cc1	0%	i	16%	2.3	-64%[inhibitor]	10%	-14	-28
Cc1cccc(CSC(Nc2ccc(F)cc2)=C(C#N)C#N)c1	0%	i	-10%	-5.2	-48%[inhibitor]	1%	-8	-1
C[C@H](CO)N1C[C@H](C)[C@@H](CN(C)Cc2ccc3c(c2)OCO3)Oc2c(NC(=O)C3CCCCC3)cccc2C1=O	-2%	i	-26%	0.1	-3%	-11%	-26	8
Cc1ccc(NS(=O)(=O)c2ccc(NC(=O)C3CCCO3)cc2)cc1 (centres undefined)	3%	i	-4%	-5.1	-10%	-2%	8	5
O=C(O)Cc1sc(NC2CCCCC2)nc1-c1ccc(Cl)cc1	-7%	i	0%	3.0	-16%	4%	-7	9
Fc1ccc(NCc2cccnc2)cc1	1%	i	11%	1.2	i	5%	7	0
Cc1cc(C)nc(SCC(=O)c2ccc(C)c(C)c2)n1	0%	i	?	2.8	-2%	6%	14	3
COC(=O)c1ccc(OCC(O)Cn2nnc3ccccc32)cc1 (centres undefined)	0%	i	7%	-1.2	-24%	15%	-15	-8
Cc1ccccc1N(C)S(=O)(=O)c1ccc2[nH]cc(C(=O)NCC3CCCO3)c(=O)c2c1 (centres undefined)	4%	i	-3%	-2.5	-20%	7%	-69*	9
CC1(C)CC(CCC(=O)Nc2ccc(S(N)(=O)=O)cc2)C(=O)O1 (centres undefined)	1%	i	15%	1.3	i	4%	2	7
C[C@@H]1CN([C@H](C)CO)C(=O)CCCn2cc(nn2)CO[C@H]1CN(C)S(=O)(=O)c1ccc2c(c1)OCCCO2	/	i	-1%	-1.5	i	4%	1	4

2 entries from above, bar-delimited:
Structure | Mm-Cpn inhibitor | Akt phos inh | EPAC2 antag | CCT chaperon mod | PTHR1 agonist | EPAC2 ag | D3 antag | D3 ag
C=CCNC(=S)Nc1cc(C)ccn1 | 0% | i | 4% | -2.3 | -7% | 4% | -17 | -6
Cn1nnnc1SCC(=O)Nc1ccccc1[N+](=O)[O-] | 1% | i | 0% | -1.1 | i | 11% | -3 | 0

Other results.
SMILES	Mm-Cpn inhibitor	Akt phos inh	EPAC2 antag	CCT chaperon mod	PTHR1 agonist	EPAC2 ag	D3 antag	D3 ag
CCC(=O)N1Cc2ccccc2-c2ccccc2C1=O	0%	/	-33%	-0.6	i	-1%[15.6 µM]	15	-5
Cc1ccc(N2C(=O)CSC23C(=O)Nc2ccccc23)cc1 (centres undefined)	1%	/	-25%	-1.8	-4%[57.5 µM]	-82%[inhibitor][15.6 µM]	0	4
CCCC(=O)NCc1cc(-c2nn(C)c(=O)c3ccccc23)ccc1C	-1%	i	7%	1.0	-29%	0%	-15	1
COC(=O)C1CN(C(=O)C(C)Oc2ccccc2Cl)c2ccccc2O1 (centres undefined)	-1%	i	-12%	0.4	-13%	8%	-3	1
CCOc1ccccc1NC(=O)c1c(NC(=O)CCC(=O)O)sc2c1CCCCC2	-7%	i	-8%	0.6	-4%	0%	-24	-4
O=C(COc1ccc(Cl)cc1Cl)N1CCCC1	1%	i	-9%	-0.2	-41%[inhibitor]	8%	-10	0
O=C(CCCOc1ccccc1)Nc1ccc(S(=O)(=O)Nc2ccccn2)cc1	-2%	i	-9%	2.9	-3%	4%	18	4
COc1ccc(NC(=O)CC(C)C)c(OC)c1	-1%	i	4%	-2.4	i	5%	-10	4
O=C(CNc1cccc(F)c1)Nc1cccc(S(=O)(=O)N2CCCCC2)c1	-2%	i	1%	-1.6	i	6%	1	-6
CCOC(=O)CCCCCC(=O)Nc1ccc2c(c1)C(=O)N([C@@H](C)CO)C[C@H](C)[C@H](CN(C)C(=O)Nc1ccc(C(F)(F)F)cc1)OCCCC[C@H](C)O2	/	i	-1%	1.2	-36%	5%	-16	-6
CC1CCCCC1NC(=O)CSc1ccsc1[N+](=O)[O-] (centres undefined)	1%	i	26%	0.0	-10%	3%	30	-15
CCN(CC)CCC(=O)N1c2ccccc2Sc2ccc(Cl)cc21	0%	i	-5%	2.3	-26%	-1%	?	-70&-8
CN(C)C(=N)c1n[nH]nc1SCc1ccc(Cl)c(Cl)c1	1%	i	1%	-1.1	-12%	6%	-10	-5
CN(C)c1ccc(/C=C2\NC(=S)N(Cc3ccccc3)C2=O)cc1	-4%	i	53%[activator]	1.4	-15%[57.5 µM]	11%	-20	-4
CC1(C)Cc2ccccc2-c2nnc(-c3cccnc3)n21	0%	i	5%	-3.9	1%	8%	?	-6
COC(=O)C(C)NC(=O)c1cn(-c2ccccc2OC)c(=O)c2ccccc12 (centres undefined)	1%	i	-6%	-0.4	-23%	13%	-3	-1
CCOC(=O)Cn1c(=O)oc2cc(S(=O)(=O)N(C)Cc3ccco3)ccc21	-9%	i	-3%	0.1	-13%	-3%	18	0
Cc1cccc(NCCC(=O)c2ccc([N+](=O)[O-])cc2)c1C	1%	i	17%	1.4	-25%	4%	-10	0
CCCCCC(O)CCCC(=O)O (centres undefined)	/	i	4%	-0.3	-21%	5%	17	9
O=C(O)C1=C[C@H](c2csc3ccccc23)C[C@H](OCCCCO)O1	/	i	-9%	-9.5	-6%	3%	18	-7
COc1cccc(OCc2cc(C(=O)NC3CCOCC3)no2)c1	-16%	i	-1%	-0.7	i	2%	-29	-2
COc1ccc([C@H]2CC(=O)C[C@@H](CCn3cc(-c4cccnc4)nn3)O2)cc1	/	i	1%	0.6	-22%	10%	30	8

The list is partial. The share of hits here may be higher or lower than overall.
